High-throughput results as filed in PubChem BioAssay.
HePTP inhibitor = inhibitors of human HePTP phosphatase, primary screen, biochemical, absorbance, leukemia target; Tyrosine-protein phosphatase non-receptor type 7 (Homo sapiens), P35236; recombinant HePTP phosphatase activity, OD absorbance; inhibition, % at 20 µM; actives 0.64% (n = 110,000); AID 521, 2006; in the data active = inhibition above about 50%;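 note: plate controls were vehicle for no effect and reference inhibitor for full effect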
Target sequence (P35236 whole entry, looked up): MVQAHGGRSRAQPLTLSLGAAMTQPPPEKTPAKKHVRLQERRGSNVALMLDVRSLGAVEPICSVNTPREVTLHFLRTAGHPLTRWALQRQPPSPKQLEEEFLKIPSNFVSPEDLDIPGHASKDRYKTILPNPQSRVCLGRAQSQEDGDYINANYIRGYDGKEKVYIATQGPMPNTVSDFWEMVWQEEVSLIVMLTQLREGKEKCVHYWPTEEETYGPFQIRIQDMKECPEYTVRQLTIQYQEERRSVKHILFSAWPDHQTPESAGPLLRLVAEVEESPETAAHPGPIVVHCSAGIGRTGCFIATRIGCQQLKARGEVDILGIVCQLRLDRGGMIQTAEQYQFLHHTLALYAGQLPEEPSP
BAP1 inh = inhibitors of BAP1 deubiquitinase, primary screen, biochemical, Ub-AMC fluorescence, kinetic; actives 0.48% (n = 72,000); recombinant BAP1, Ub-AMC hydrolysis fluorescence kinetic; hits give low values; activity remaining (% of control), % at 20 µM; Ubiquitin carboxyl-terminal hydrolase BAP1 (Homo sapiens), Q92560;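 active = activity remaining at or below 50% of control, provided the compound also passes the data quality filters; inactive = the rest, including low values that fail the filters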;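 note: 100% = DMSO wells rate and 0% = substrate alone blank rate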
Target sequence (Q92560 whole entry, looked up): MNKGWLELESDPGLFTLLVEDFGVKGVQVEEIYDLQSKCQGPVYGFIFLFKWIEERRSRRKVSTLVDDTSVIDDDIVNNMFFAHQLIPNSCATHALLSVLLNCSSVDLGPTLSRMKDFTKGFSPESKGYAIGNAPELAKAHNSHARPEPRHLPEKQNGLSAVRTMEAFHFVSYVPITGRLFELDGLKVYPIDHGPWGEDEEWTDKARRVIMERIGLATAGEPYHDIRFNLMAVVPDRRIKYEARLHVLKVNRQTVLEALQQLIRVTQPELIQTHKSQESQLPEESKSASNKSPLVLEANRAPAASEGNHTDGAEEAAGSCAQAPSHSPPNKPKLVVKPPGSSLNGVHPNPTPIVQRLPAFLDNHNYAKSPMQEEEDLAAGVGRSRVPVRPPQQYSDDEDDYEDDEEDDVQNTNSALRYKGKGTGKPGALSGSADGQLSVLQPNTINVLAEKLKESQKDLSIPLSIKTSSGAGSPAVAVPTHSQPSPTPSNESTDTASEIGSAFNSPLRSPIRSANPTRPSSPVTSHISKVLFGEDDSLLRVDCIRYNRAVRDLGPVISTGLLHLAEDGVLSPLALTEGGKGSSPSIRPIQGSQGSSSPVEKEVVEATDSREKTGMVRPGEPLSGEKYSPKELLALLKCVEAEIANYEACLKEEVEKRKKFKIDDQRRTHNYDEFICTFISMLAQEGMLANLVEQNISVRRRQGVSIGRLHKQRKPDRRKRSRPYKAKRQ
Active calls of the source: *; · = not tested or not shown; & = joins results of further samples.

mol | HePTP inhibitor | BAP1 inh
CCCCC(=O)Nc1cc(N(C)C)nc2ccccc12 | 2 | ·
CCOc1cc2[nH]c(=O)n(CCCCC(=O)N3CCCCCC3)c(=O)c2cc1OCC | -10 | ·
CCOC(=O)CN1CC23C=CC(O2)C(C(=O)NCc2ccc(F)cc2)C3C1=O (stereo unspecified) | 7 | 87
O=C(O)/C=C/C(=O)Nc1ccc(-c2ccc(NC(=O)/C=C/C(=O)O)cc2)cc1 | -8 | ·
COc1cc(/C=c2/sc3nc4ccccc4n3c2=O)cc(I)c1OCc1ccccc1 | 5 | ·
COc1ccccc1OCC(O)Cn1nc(C)cc1C (stereo unspecified) | 0 | 93
Cc1ccc(/C(O)=C2\C(=O)C(=O)N(c3nccs3)C2c2cccs2)cc1 (stereo unspecified) | 5 | ·
O=C(NCc1ccncc1)C(=O)Nc1ccccc1Cl | 10 | ·
O=C(/C=C/c1cccc([N+](=O)[O-])c1)Nc1ccc(-c2nc3ncccc3o2)cc1 | -2 | ·
COc1ccc(C2=[N+]([O-])C(C)(C)N(O)C2(C)C)cc1 | -4 | ·
CCC(Sc1nc(C)cc(=O)[nH]1)C(=O)Nc1nnc(C)s1 (stereo unspecified) | 2 | 63
COc1cc2[nH]c3c(=O)n(CCN(C(C)C)C(C)C)cnc3c2cc1OC | 12 | 100
O=C(Nc1ccc2c(c1)oc1ccccc12)c1cccc2ccccc12 | 4 | ·
CCC1(c2cccc(Cl)c2)NC(=O)N(Cc2cc(C(=O)OC)c(C)o2)C1=O (stereo unspecified) | 4 | 78
O=C(NCc1ccc2c(c1)OCO2)c1ccncc1 | 21 | 119
COc1ccccc1N1CCN(C(=O)COc2ccccc2)CC1 | -14 | ·
CC(=O)c1cccc(NC(=O)C2CCN(S(=O)(=O)c3ccc(F)cc3)CC2)c1 | -7 | 91
Oc1ccc(CNc2ccccc2F)c2cccnc12 | 6 | 74
CC(Sc1nc(N2CCOCC2)nc(N2CCOCC2)n1)C(=O)Nc1ccccc1 (stereo unspecified) | 6 | ·
O=C(Nc1ccc(N2CCCCC2)cc1)c1ccc(F)cc1 | -2 | 101
CCCN(C(=O)Cc1nc(N)n[nH]1)C1(C(=O)Nc2c(C)cccc2C)CCCCC1 | 4 | 92
CCOC(=O)CCSc1nc2c(c(C(F)(F)F)c1C#N)CCC2 | -4 | ·
CC1(C)Cc2nc3sc4c(SCC(=O)NCc5ccco5)ncnc4c3cc2CO1 | 14 | 81
O=C1C2C3C=CC(CC3)C2C(=O)N1c1ccc2c(c1)OCO2 (stereo unspecified) | 3 | ·
NC(=O)c1c(N)sc2c1CCCC2 | 5 | 84
O=C(NC1CC2CCCC(C1)N2CC(=O)N1CCCc2ccccc21)C1CCCCC1 (stereo unspecified) | 5 | 117
CCCc1cc(-n2ccnc2C)n2c(nc3ccccc32)c1C#N | 3 | 51
COc1ccc(C(=O)Nc2ccc(C(N)=O)cc2)cc1[N+](=O)[O-] | 6 | ·
COc1ccc(C(C)=O)cc1COC(=O)c1ccc2c(c1)OCO2 | 1 | 142
O=C(COC(=O)c1ccc(Br)o1)Nc1nc2ccccc2s1 | 4 | 98
Cc1ccc2cc(CN(C(=O)c3cccnc3)C(C)C)c(=O)[nH]c2c1 | 1 | 91
CC(C)Oc1ccccc1C1CC(=O)Nc2cc3c(cc21)OCO3 (stereo unspecified) | 3 | 97
Oc1cccc(/C=N/Nc2ccccn2)c1 | -1 | ·
CC(C)(C)n1ncc2c(=O)n(CC(=O)NCc3ccc(F)cc3)cnc21 | 0 | 100
CC12C(=O)N(c3nccs3)C(=O)C1C1C=CC2C1 (stereo unspecified) | 6 | 66
CCOC(=O)C(C#N)C1(c2ccc(C)cc2)CCOC(C)(CC)C1 (stereo unspecified) | 6 | ·
O=C(c1ccccc1F)N1CCN(C2CC3CCC2C3)CC1 (stereo unspecified) | 6 | ·
Nn1c(N2CCOCC2)nc2ccccc21 | -17 | ·
Cc1ccc2cccc(OC(=O)c3ccc(Br)o3)c2n1 | -4 | ·
O=C(NC(C(=O)N1CCOCC1)C12CC3CC(CC(C3)C1)C2)c1ccc([N+](=O)[O-])cc1 (stereo unspecified) | · | 80
Cc1cc2oc(=O)cc(Cn3ccnc3)c2cc1C | 5 | 102
Cc1cc(C)c(C)c(S(=O)(=O)NCc2cccnc2)c1C | -8 | 73
COc1ccc(CC(=O)NC(C)c2nnc(SCc3nc4ccccc4c(=O)[nH]3)n2C)cc1 (stereo unspecified) | 8 | 140
S=c1[nH]nc(C2COc3ccccc3O2)o1 (stereo unspecified) | -3 | 115
O=S(=O)(c1ccc2c(c1)OCCO2)N1CCC(c2nc3ccc(Cl)cc3[nH]2)CC1 | 11 | 69
O=c1c2ccccc2nc(SCc2ccc(Cl)cc2)n1-c1ccccc1 | 6 | ·
COc1cccc(C2C(C(=O)OCc3ccccc3)=C(C)Nc3ncnn32)c1OC (stereo unspecified) | -4 | 100
Cc1ccc(S(=O)(=O)N2CCOCC2)cc1C(=O)O | -1 | 55

Record cards, as listed above:
Record of O=C(NC1CC2CCCC(C1)N2CC(=O)N1CCCc2ccccc21)C1CCCCC1 (stereo unspecified) = HePTP inhibitor = 5; BAP1 inh = 117
Record of Cc1ccc(S(=O)(=O)N2CCOCC2)cc1C(=O)O = HePTP inhibitor = -1; BAP1 inh = 55

The list continues:
mol | HePTP inhibitor | BAP1 inh
Cc1ccc2nc(-c3ccc(F)cc3)oc(=O)c2c1 | 1 | ·
CC1=C(C(=O)Nc2ccccc2C)C(c2ccc(C)o2)NC(=S)N1 (stereo unspecified) | · | 79
COc1ccc(S(=O)(=O)Nn2cnnc2)cc1 | -4 | ·
CSc1nsc(SCC(=O)N2CCN(c3ccccc3)CC2)n1 | -5 | 89
CCC(C)NC(=O)c1c(Cl)ccc(Cl)c1OC (stereo unspecified) | -18 | ·
COc1ccc(-c2cc(C(=O)Nc3cccc(Cl)c3)c3ccccc3n2)cc1OC | -11 | ·
CCCOc1ccccc1C1NC(=O)c2c(sc3c2CCCC3)N1 (stereo unspecified) | 7 | ·
CCOC(=O)c1ccc(NC(=O)CCC(=O)OC)cc1 | 1 | 102
O=C(CN1CCCN(Cc2ccc(F)cc2Cl)C1=O)NCc1ccccc1 | 3 | 117
Cc1cccc(OCc2nnc(SCC(=O)Nc3cc(C)on3)n2C)c1 | -3 | 65
O=C(c1ccc([N+](=O)[O-])s1)N1CCc2ccccc2C1 | · | 78
COc1ccc(C=NC2=NN(c3cccc(C(F)(F)F)c3)CC2)cc1 | · | 102
OC(COc1ccc(Cl)cc1)CSc1ccccn1 (stereo unspecified) | 0 | ·
COc1ccc(Cl)cc1C(=O)Nc1ccc(S(=O)(=O)NC(C)=O)cc1 | 7 | ·
CCCc1ccc(OCCNC(=O)c2ccc3ccccc3n2)cc1 | · | 71
CCOc1ccc(NC(=O)Cn2nnc(-c3ccccc3NC(=O)C3CC3)n2)cc1 | -2 | 92

Entries from the list above containing a cyano group:
mol | HePTP inhibitor | BAP1 inh
CCOC(=O)CCSc1nc2c(c(C(F)(F)F)c1C#N)CCC2 | -4 | ·
CCCc1cc(-n2ccnc2C)n2c(nc3ccccc32)c1C#N | 3 | 51
CCOC(=O)C(C#N)C1(c2ccc(C)cc2)CCOC(C)(CC)C1 (stereo unspecified) | 6 | ·

(next part)
mol | HePTP inhibitor | BAP1 inh
CCCOc1ccccc1C1NC(=O)NC(C)=C1C(=O)OCCOC(C)C (stereo unspecified) | 4 | 86
COc1ccc(C(C)=O)c(OC(C)=O)c1 | -8 | ·
Cc1csc(NC(=O)c2ccccc2O)n1 | 4 | ·
CC1CCCCN1CC(=O)NCc1ccc2c(c1)OCO2 (stereo unspecified) | 7 | 63
O=C(Nc1ccc2oc(-c3ccc(F)cc3)nc2c1)c1ccc([N+](=O)[O-])cc1Cl | 0 | ·
O=C(NCCN1CCOCC1)Nc1ccc(Cl)cc1Cl | 10 | 93
NC(=O)c1ccc(NC(=O)COc2ccc3ccccc3c2)cc1 | -4 | ·
CC(=O)c1cccc(N2C(=O)C3CCCCC3C2=O)c1 (stereo unspecified) | -6 | ·
C=COCCNC(=O)Nc1ccc(Cl)cc1Cl | 9 | 63
COc1cccc(NC(=O)c2cccc(C(F)(F)F)c2)c1 | -20 | ·
Nc1nnc(SCC(=O)N2c3ccccc3CCc3ccccc32)s1 | -4 | ·
COc1ccc(C2CC(c3ccc(OC)cc3)n3nc(NC(=O)c4ccco4)nc3N2)cc1 (stereo unspecified) | -7 | 83
O=C(Nc1ccccc1C(=O)OC1CCOC1=O)c1ccco1 (stereo unspecified) | -11 | 96
O=C(CSc1nnc(Cc2cc(=O)[nH]c(=O)[nH]2)n1-c1ccccc1)N1CCCC1 | 12 | 97
CCCOc1ccc(-c2cc(C(=O)N3CCCCCC3)c3ccccc3n2)cc1 | 6 | ·
O=C(c1ccco1)N1CCN(S(=O)(=O)c2ccc3c(c2)CCN3C(=O)C2CC2)CC1 | 5 | 88
COc1cc(C(=O)OCC(=O)c2c[nH]c3ccccc23)ccc1OCC(=O)N1CCOCC1 | 0 | 85
Cc1ccc(S(=O)(=O)N(Cc2ccccc2)c2ccccc2C(=O)Nc2c(C)n(C)n(-c3ccccc3)c2=O)cc1 | -2 | ·
CCOC(=O)C1=NNC2C(=O)N(c3ccccc3C)C(=O)C12 (stereo unspecified) | -19 | ·
COc1ccccc1NCC(=O)N/N=C/c1ccccc1OCc1ccc(Br)cc1 | -20 | ·
Cc1ccc(S(=O)(=O)N2CCN(C(=O)CN3CCc4ccccc4C3)CC2)cc1 | 7 | 101
CN(C)c1ccc(NC(=O)CN2CCC(C(=O)c3ccc(F)cc3)CC2)cc1 | -2 | 97
Cc1ccc(-n2[nH]c(C)c(/C=N/c3ccccn3)c2=O)cc1 | 5 | 100
CCc1ccc(NC(Nc2ccc(CC)cc2)=C(S(=O)(=O)CC)S(=O)(=O)CC)cc1 | -4 | ·

In another format: 2 of the compounds above.
Screens in order: HePTP inhibitor	BAP1 inh
- S=c1[nH]nc(C2COc3ccccc3O2)o1 (stereo unspecified)
 : -3	115
- O=S(=O)(c1ccc2c(c1)OCCO2)N1CCC(c2nc3ccc(Cl)cc3[nH]2)CC1
 : 11	69

(further entries)
mol | HePTP inhibitor | BAP1 inh
O=C(NCC(c1cccnc1)N1CCN(c2ccccc2F)CC1)OCc1ccccc1 (stereo unspecified) | 7 | 129
CCc1ccccc1NC(=O)CN(c1ccc(OC)cc1)S(=O)(=O)c1ccc(C)cc1 | -1 | ·
c1cnn(-c2cc(NC3CCCCC3)ncn2)c1 | -6 | ·
CCOc1ccccc1NC(=O)NC(=O)N(C1CCCCC1)S(C)(=O)=O | · | 154
CC1C2C(c3ccccc3)N(C)C(=O)N(C)C2N(C)C(=O)N1C (stereo unspecified) | 6 | 73
Cc1cccc(C(=O)Nc2ccc3c(c2)OCO3)c1 | 3 | ·
COc1ccc(/C=C2\C=C(c3ccc(Cl)cc3)OC2=O)cc1OC | 4 | ·
COc1ccc(C(O)(C(=O)Nc2ccccn2)c2ccc(OC)cc2)cc1 | -13 | ·
Cc1ccc(NC(=O)C2CC2(c2ccccc2)c2ccccc2)c(C)c1 (stereo unspecified) | 0 | ·
O=C(c1ccc2c(c1)OCO2)N1CCN(CCN2C(=O)c3cccc4cccc(c34)C2=O)CC1 | -8 | ·
O=C(Nc1nccs1)C1CCN(S(=O)(=O)c2cnc[nH]2)CC1 | 8 | 95
O=C(NCCN1CCOCC1)c1cnn2c(C(F)(F)F)cc(-c3ccco3)nc12 | -8 | ·
COc1ccc(C2=NOC3(CC(=O)N(c4ccc(C)cc4)C3=O)C2)c(OC)c1 (stereo unspecified) | 3 | 117
COc1cc(NC(=O)CCn2c(=O)[nH]c3ccsc3c2=O)cc(OC)c1 | 1 | 104
C=CCNc1nc2c(c(=O)n(C)c(=O)n2C)n1CC(=C)C | -7 | 104
O=C(c1ccc(Cl)cc1Cl)N1CCN(c2nc3ccc([N+](=O)[O-])cc3s2)CC1 | 7 | ·
CCOC(=O)C1=C(C)N=c2s/c(=C\c3ccc(N4CCOCC4)o3)c(=O)n2C1c1ccc(F)cc1 (stereo unspecified) | -8 | ·
Brc1ccc(C2=Nn3c(nnc3-c3ccncc3)SC2)cc1 | 6 | 124
O=S(=O)(Nc1ccc(OCc2ccccc2)cc1)c1ccccc1 | -6 | ·
Cc1cc(OCC(=O)Nc2cc3nn(-c4ccccc4)nc3cc2C)ccc1Cl | · | 215
O=C(N/N=C/c1cccc(O)c1)c1cc(-c2ccccc2)n[nH]1 | 0 | ·
Cc1ccc(N(CC(=O)Nc2ccccc2Br)S(=O)(=O)c2ccc(F)cc2)cc1 | -11 | ·
c1ccc(-c2ccc(-c3nc(-c4ccncc4)no3)cc2)cc1 | -2&-20 | 94
CCc1c(C)sc(NC(=O)c2cccs2)c1C(=O)OC(C)C | -12 | 77
COc1cc(C=Nc2ccc(Nc3ccccc3)cc2)cc([N+](=O)[O-])c1O | 7 | ·
C=CCn1c2ccccc2c2nnc(SCC(=O)O)nc21 | 8 | ·
O=C(CSCc1cccs1)N1CCCC1 | 12 | 104
C=CCn1cnc2c(c1=O)c1nc3ccccc3nc1n2/N=C/c1cccc(OC)c1 | 7 | 173
OC1=c2ccccc2=C(O)C12N=Nc1n[nH]c(=S)n1N2 | 14 | ·
CCCOc1cccc(C2Nc3ccccc3NC3=C2C(=O)CC(C)(C)C3)c1 (stereo unspecified) | 12 | ·
CC(=O)c1ccc2c(c1)c1ccccc1n2C | 3 | ·
CCOC(=O)c1ccc(N2C(=O)c3cccc4c(C(=O)O)ccc(c34)C2=O)cc1 | -4 | ·
COc1ccc(NC(=O)c2nnn(Cc3ccc(SC)cc3)c2N)c(OC)c1 | 9 | 68
COC(=O)C(C(=O)OC)=C(/C=C/N(C)C)N(C)C | 7 | 105
COc1cccc(OC)c1C(=O)Nc1ccc2ccccc2c1 | 10 | ·
Cc1ccc(/C=c2\s/c(=C(/C#N)C(=O)N3CCCC3)n(Cc3ccco3)c2=O)s1 | 14 | 85
